Screening data: PubChem BioAssay, National Center for Advancing Translational Sciences (NCATS)
Giardia FBPA inh = inhibitors of Giardia lamblia fructose-1,6-bisphosphate aldolase; hit rate 0.71% among 290,000; Potency, µM (highest dose often 59.6 µM), for the others: top-dose activity, negative = inhibition, hits mostly inhibitors; A8B2U2; purified Giardia FBPA; note: potency is the fitted concentration of half-maximal effect; nearly all actives have a fitted effect of over 55% in size
Target sequence (A8B2U2 whole entry, looked up): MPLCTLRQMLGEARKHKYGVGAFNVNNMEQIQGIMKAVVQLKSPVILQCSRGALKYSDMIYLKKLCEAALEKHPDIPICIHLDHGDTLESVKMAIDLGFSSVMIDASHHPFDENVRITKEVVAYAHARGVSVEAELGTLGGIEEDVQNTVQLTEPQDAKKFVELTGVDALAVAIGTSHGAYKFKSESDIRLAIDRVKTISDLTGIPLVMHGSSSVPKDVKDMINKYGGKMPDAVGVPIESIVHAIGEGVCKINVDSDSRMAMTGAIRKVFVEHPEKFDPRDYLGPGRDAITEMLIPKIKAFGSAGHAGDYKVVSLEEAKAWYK
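Giardia FBPA (40 nM reagent) was preincubated 10 min at RT with compound (up to 57.5 uM final), then substrate plus GAPDH/TPI/NAD/arsenate coupling system with diaphorase/resazurin was added; resorufin fluorescence (525/598 nm) was read after 20 min.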
Sm TGR inh = S. mansoni TGR enzyme inhibition; hit rate 3% among 360,000; purified TGR, DTNB reduction, TNB absorbance 405 nm; Potency, µM (series often up to 114 µM), without a hit: top-dose activity change, negative = inhibition, most hits filed as inhibitors; AID 485364; Q962Y6; note: potency is the fitted concentration of half-maximal effect; nearly all actives have a fitted effect of over 60% in size
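TGR 20 nM + NADPH 100 uM (dispensed conc.), cpd preinc 15 min RT; start with NADPH (500 uM addition) then DTNB (15 mM addition). Kinetic TNB absorbance, 405 nm filter. Four-parameter Hill fit across titration.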
HCMV antiviral = inhibitors of human cytomegalovirus. HFF cells, HCMV-luciferase reporter, 72 h; active compounds read low. activity change, negative = inhibition, % at 57.5 µM. hit rate 4.5% among 410,000. AID 1259415; in the data active = activity change below about -60%; inconclusive = no clear call, values can overlap the other calls; inactive = above about -39%
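After 16 h attachment at 37C, HFF cells received test compound and HCMV-luciferase (1 PFU/cell); reporter luminescence read 72 h later, data normalized against buffer-only and known inhibitor Salinomycin.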
AmpC inh no detg = AmpC beta-lactamase inhibition without detergent; hit rate 0.52% among 330,000; Potency, µM (titrated, usually from 57.1 µM), for the others: top-dose activity change, negative = inhibition, hits mostly inhibitors; AmpC nitrocefin hydrolysis, absorbance 480 nm, 0.0001% Triton;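 note: potency is the fitted concentration of half-maximal effect; plate controls were no compound for no effect and no enzyme for full effect; nearly all actives have a fitted effect of over 20% in size; some results filed as inactive show a strong effect at the top dose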
Target sequence (P00811 whole entry, looked up): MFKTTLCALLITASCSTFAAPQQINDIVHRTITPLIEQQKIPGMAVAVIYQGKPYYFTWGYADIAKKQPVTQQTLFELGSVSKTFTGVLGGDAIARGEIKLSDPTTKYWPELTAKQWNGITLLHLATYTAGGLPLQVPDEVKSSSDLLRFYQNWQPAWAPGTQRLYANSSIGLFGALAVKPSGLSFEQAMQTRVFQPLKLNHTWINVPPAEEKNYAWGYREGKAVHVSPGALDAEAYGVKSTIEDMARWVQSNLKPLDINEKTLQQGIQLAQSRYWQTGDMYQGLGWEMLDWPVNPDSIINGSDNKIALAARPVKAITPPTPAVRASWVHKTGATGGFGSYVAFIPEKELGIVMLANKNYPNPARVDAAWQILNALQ
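20 mM phosphate pH 7.0 + 0.01% (detergent screen) or 0.0001% Triton X-100; 5.3 nM AmpC reagent; cpd preinc 15 min RT; nitrocefin (800 uM stock) to start; A480 q20 s × 4 min; Activity was normalised to no-enzyme and no-compound control wells.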
AMA1 RON2 block = inhibitors of Plasmodium falciparum AMA1-RON2 interaction | AlphaScreen AMA1-biotinylated RON2 peptide binding | Potency, µM (highest dose often 58.2 µM), without a hit: at the top dose activity change, negative = inhibition, usual class: inhibitors | hit rate 0.2% among 360,000;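 note: potency is the fitted concentration of half-maximal effect; 0% = vehicle wells and -100% = peptide control; nearly all actives have a fitted effect of over 45% in size; some results filed as inactive show a strong effect at the top dose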
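AMA1 (3D7) with his tag at 25 nM final met compounds first, then biotinylated RON2 peptide at 25 nM; detection used donor plus acceptor beads, 10 µg/mL apiece, read by AlphaScreen after 30 min at room temperature.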
AmpC detergent = blocks E. coli AmpC beta-lactamase in detergent assay; P00811; AmpC hydrolysis of nitrocefin, absorbance 480 nm, 0.01% Triton; Potency, µM (doses to about 114 µM), for inactives: at the top dose activity change, negative = inhibition, most hits filed as inhibitors; hit rate 0.041% among 370,000;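 note: potency is the fitted concentration of half-maximal effect; 0% = no-compound wells and -100% = no-enzyme wells; nearly all actives have a fitted effect of over 25% in size; some results filed as inactive show a strong effect at the top dose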
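20 mM phosphate pH 7.0 + 0.01% (detergent screen) or 0.0001% Triton X-100; 5.3 nM AmpC reagent; cpd preinc 15 min RT; nitrocefin (800 uM stock) to start; A480 q20 s × 4 min; Activity was normalised to no-enzyme and no-compound control wells.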
Active calls of the source: *; ? = inconclusive; . = no result given; [ ] = remark or other dose. Unless noted, calls come from the whole dose curve; as a rule, active = well fitted curve in the direction sought with a large enough effect; inconclusive = small, poorly fitted or top-dose-only effect, or another doubt; inactive = no such curve, though single readings can be large; an effect the other way counts as inactive or inconclusive. Unless noted, % is set by controls: 0 for no effect and ±100 for the full control effect.

SMILES	Giardia FBPA inh	AMA1 RON2 block	AmpC detergent	HCMV antiviral	Sm TGR inh	AmpC inh no detg
COc1ccc(C2OC[C@H]3O[C@H](O)[C@H](NC(C)=O)[C@@H](O)[C@@H]3O2)cc1 (some centres undefined)	5%	-3%	-7%	-14	9%	-14%
CCOC(=O)Cc1csc(N)n1	0%	22%	-8%	62	-25%	-8%
COc1cc(OC)cc(C(=O)NC(=S)Nc2ccc3[nH]c(=O)[nH]c3c2)c1	-25%	-2%	-10%	5	-19%	-12%
Cc1cc(CN(C)C(=O)c2cc(COc3ccc(C)c(C)c3)on2)on1	.	-1%	-1%	128	-6%	84%[activator]
CCCCOC(=O)c1ccc(OC(=O)N2CCOCC2)cc1	15%	-2%	-11%	19	73%[activator]	28%
CCc1cc(=O)oc2cc(C)cc(OC(C)C(=O)NCCCn3ccnc3)c12 (centres undefined)	-12%	-2%	-5%	37	-17%	-3%
COCCn1c(N)c(C#N)c2nc3ccccc3nc21	-24%	-3%	-14%	-29	8%	-13%
Cc1cccc(OCC(=O)NNC(=O)c2ccccc2OCc2c(C)noc2C)c1	.	110%[activator]	-3%	-9	-7%	-25%
COC(=O)/C=c1/s/c(=C(/C#N)C(=O)NCc2ccccc2)n(-c2ccccc2)c1=O	7%	2%	1%	24	-22%	0%
CN(CC(=O)NCc1ccco1)CC(=O)Nc1cc(S(C)(=O)=O)ccc1Cl	.	73%[activator]	0%	-22	-32%	-1%
c1ccc(-c2nnc(CN3CCN(C(c4ccccc4)c4ccccc4)CC3)o2)cc1	-12%	62%[activator]	5%	11	23%	91%[activator]
CCOC(=O)c1nnc2c(-c3ccc(Cl)cc3)c(C)nn2c1C	.	.	-4%	-3	0%	.
Cc1ccc(NC(=O)NCc2cccnc2)cc1Cl	.	0%	?	65	9%	-22%
CC(=O)N1c2ccc(S(=O)(=O)NCC3CCC(C(=O)N(C)Cc4ccccc4)CC3)cc2CC1C (centres undefined)	24%	1%	-2%	-7	-2%	137%[activator]
C=C(C)c1cccc(C(C)(C)NC(=O)NCC2COCCO2)c1 (centres undefined)	-8%	2%	8%	41	-1%	9%
Cc1ccc(-c2nnc(SCC(=O)Nc3nc4c(s3)CCCC4)n2C)cc1	5%	-6%	-12%	-15	0%	-7%
COc1cccc2cc(C(=O)NCCN3CCOCC3)c(=O)oc12	1%	-6%	-5%	35	-8%	-15%
COc1ccc(-c2cc(C(=O)NCc3ccc(F)cc3)no2)cc1	.	.	13%	20	12%	.
NS(=O)(=O)c1ccc(NC(=O)COC(=O)c2cnccn2)cc1	-3%	4%	3%	-12	4%	-17%
COc1ccc(NC(=O)CN(C)S(=O)(=O)c2ccc3c(c2)CC(C)N3C(C)=O)cc1OC (centres undefined)	.	9%	-5%	24	1%	21%
O=C(Nc1cccc(C(F)(F)F)c1)C1CCCN1S(=O)(=O)c1cccc2cccnc12 (centres undefined)	-3%	-2%	-7%	-93*	23%	2%
CCCCOc1ccc(C(=O)N/C(=C\c2ccc([N+](=O)[O-])cc2)C(=O)OCc2ccco2)cc1	0%	-2%	-15%	30	2%	-31%
CC(=O)c1ccc2cccc3c2c1N=CN3C	?	-4%	3%	-63*	-33%	-6%
COc1ccc(C(=O)NC2CCN(CC(=O)N3CCCCC3)CC2)cc1	1%	-12%	-7%	-8	3%	-10%
CCc1ccc(N2CC(C(=O)OCC(=O)NC3CC3)CC2=O)cc1 (centres undefined)	.	-7%	.	40	.	1%

SMILES	Giardia FBPA inh	AMA1 RON2 block	AmpC detergent	HCMV antiviral	Sm TGR inh	AmpC inh no detg
Cc1cc(C)cc(N(CC(=O)N2CCOCC2)S(=O)(=O)c2ccccc2)c1	4%	10%	-9%	-12	-4%	4%
CC(C)OC(=O)CSc1nc(Cc2cccs2)nc2ccccc12	1%	-13%	9%	14	-1%	2%
COc1ccc(OCC(=O)N/N=C(\C)CC(=O)Nc2cccc([N+](=O)[O-])c2)cc1	-2%	78%[activator]	-1%	?	-12%	-26%
COc1cccc(CNC(=O)c2cc3c(=O)oc4ccc(C)cc4c3s2)c1	.	.	10%	-5	6%	.
Cc1cccc(OCC(=O)N2CCN(C(=O)c3ccco3)CC2)c1	-2%	7%	2%	-19	.	-2%
CC(C)c1ccc(S(=O)(=O)N2CCN(C(=O)CN3C(=O)c4ccccc4C3=O)CC2)cc1	.	-5%	.	-17	.	-15%
Cc1nc2c(-c3ccccc3)c(C)nn2c(C)c1CCC(=O)N1CCC2(CC1)OCCO2	3%	8%	-7%	35	-15%	163%[activator]
Cc1ccc(S(=O)(=O)N/N=c2\oc3ccccc3cc2C(=O)Nc2cccc(C)c2)cc1	-11%	.	-21%	.	-4%	-24%
COc1ccccc1N/N=C/c1c(CO)cnc(C)c1O	-11%	0%	-4%	47	1%	35%
c1ccc2c(c1)nc(N1CCCCCC1)c1ccccc12	-4%	43%[activator]	1%	-28	-7%	-36%
O=C(COc1ccccc1Cl)N1CCN(CCc2ccccn2)CC1	.	.	14%	30	8%	.
CCOC(=O)c1c(C)[nH]c(C(=O)OCC(=O)N2c3ccccc3CC2C)c1C (centres undefined)	0%	11%	?	-30	-22%	11%
CCOc1ccccc1NC(=S)N(CCCN1CCOCC1)Cc1cn(C)c2ccccc12	-5%	?	-12%	?	-4%	238%[activator]
CCOc1ccccc1N1CC(C(=O)Nc2cc(Cl)ccc2-n2cncn2)CC1=O (centres undefined)	.	-18%	-20%	-14	0%	0%
Cc1c(C)c2ccc(OCC(=O)NCc3ccccn3)cc2oc1=O	-3%	-8%	-9%	32	-3%	-7%
Cc1ccc(S(=O)(=O)Oc2ccc(/C=N/NC(=O)c3ccncc3)cc2)cc1	6%	-7%	4%	-15	-19%	18%
CCN(CC)CCCNc1oc(-c2ccc(OC)c(OC)c2)nc1C#N	-10%	-2%	-4%	46	7%	9%
Cc1[nH]c(C)c(S(=O)(=O)Nc2ccccc2Cl)c1C(=O)N1CCCC1	4%	10%	?	-23	8%	-6%
COc1cccc(CC(NC(C)=O)C(=O)NC2CCN(C(=O)C3CC3)CC2)c1OC (centres undefined)	5%	11%	-4%	-13	.	34%
CCn1cc(C(=O)NCc2cccnc2)c(=O)c2cc(F)c(N3CCN(C(=O)c4ccco4)CC3)cc21	10%	-10%	1%	-37	-21%	203%[activator]
CCc1cn([C@H]2C[C@H](O)[C@@H](CO)O2)c(=O)[nH]c1=O	2%	-3%	-1%	0	6%	0%
CCOC(=O)CSc1nc2c(c(=O)n(C)c(=O)n2C)n1Cc1ccccc1F	-1%	13%	0%	-19	8%	68%[activator]
Clc1ccc(Nc2nc(-c3ccccc3)c3cc(Cl)ccc3n2)cc1	.	.	-2%	-61*	0%	.
Cc1ccccc1C(=O)N1CC(=O)Nc2ccc(F)cc2C1c1ccccc1 (centres undefined)	14%	-5%	3%	24	10%	-18%
Cc1ccc(C(=O)Nc2ncccc2C)cc1S(=O)(=O)N1CCCCC1	.	65%[activator]	-13%	-14	-3%	3%

Sorted by SMILES length (high to low): some entries from above
SMILES	Giardia FBPA inh	AMA1 RON2 block	AmpC detergent	HCMV antiviral	Sm TGR inh	AmpC inh no detg
Cc1[nH]c(C)c(S(=O)(=O)Nc2ccccc2Cl)c1C(=O)N1CCCC1	4%	10%	?	-23	8%	-6%
Cc1ccccc1C(=O)N1CC(=O)Nc2ccc(F)cc2C1c1ccccc1 (centres undefined)	14%	-5%	3%	24	10%	-18%
Cc1c(C)c2ccc(OCC(=O)NCc3ccccn3)cc2oc1=O	-3%	-8%	-9%	32	-3%	-7%

The list goes on:
SMILES	Giardia FBPA inh	AMA1 RON2 block	AmpC detergent	HCMV antiviral	Sm TGR inh	AmpC inh no detg
COc1ccc(CNC(=O)CSc2n[nH]c(C)c2[N+](=O)[O-])cc1	-7%	-6%	-2%	-15	1%	-30%
CCc1ccc(NCc2cc3ccc(OC)cc3n(CC(=O)Nc3c(C)cc(C)cc3C)c2=O)cc1	.	.	16%	7	0%	.
CCOc1cc(-c2nnc(SCC(=O)NCCCOC)nc2-c2ccc(OC)c(OCC)c2)ccc1OC	.	.	-4%	12	-5%	.
CC1=C(Sc2ccccn2)C(=O)NC(C)(C)C1	2%	34%[activator]	2%	-6	4%	-12%
C/C(=N\NC(=S)NC1CCCCC1)c1ccc(C#N)cc1	-20%	51%[activator]	-14%	-23	1%	-23%
CCCOc1cccc(C(=O)O)c1	8%	19%	?	39	-4%	-22%
NC(=O)CC(NC(=O)c1ccccc1)c1ccc(NCc2ccccn2)c([N+](=O)[O-])c1 (centres undefined)	4%	29%	-9%	6	0%	-21%
COc1cc(NC(=O)Cn2nc(C(F)(F)F)c3c2CCCC3)c(OC)cc1Cl	.	.	23%	17	10%	.
Cc1ccc2nc(N3CCN(C)CC3)c(C#N)cc2c1	-5%	-2%	-1%	9	2%	-1%
C(CCc1nn[nH]n1)CCc1nn[nH]n1	27%	7%	-2%	-18	-14%	-7%
CC(C)c1cc(=O)oc2c3c4c(cc12)CCCN4CCC3	?	17%	-4%	-29	45µM*	26%
COc1cc(NC(=S)N2c3ccccc3CC2C)cc(OC)c1 (centres undefined)	-28%	50%[activator]	-5%	11	-15%	-18%
O=C1NC(CCc2ccccc2)C(=O)N1Cc1cccc2ccccc12 (centres undefined)	-5%	-3%	?	53	-4%	-15%
CCC(=O)Nc1ccc(S(=O)(=O)N2CCc3ccccc3C2)cc1	5%	-1%	?	30	0%	-10%
COc1ccc(-c2cc(C(F)(F)F)nc(SCC(=O)Nc3ccc(C(C)=O)cc3)n2)cc1	.	.	6%	-31	-6%	.
COc1ccc(NC(=S)NC(NC(=O)CF)C(Cl)(Cl)Cl)cc1[N+](=O)[O-] (centres undefined)	-5%	-4%	-1%	10	35µM*	-29%
Cc1cc(C)c(NC(=O)COC(=O)/C=C/c2cccs2)c(C)c1	-1%	-3%	?	-39	-25%	-17%
O=C(Cc1ccccc1)N1CCN(CCCc2ccccc2)CC1	25µM*	-3%	-15%	37	2%	70%[activator]
CCCn1cc2c(c1-c1ccc(C)cc1)c(=O)n(C)c(=O)n2C	0%	-4%	-3%	23	0%	7%
CC1CCN(C(=O)CN(c2ccc3c(c2)OCO3)S(C)(=O)=O)CC1	6%	-8%	?	-1	-6%	-13%
COc1ccc(OC)c(C2C(C(C)=O)=C(O)C(=O)N2CCc2ccc(OC)c(OC)c2)c1 (centres undefined)	11%	-4%	-7%	50	2%	-16%
